Platelet DG rel: inhibitors of platelet dense granule secretion, primary screen, cell-based, MLPCN, human platelets | human platelet-rich plasma, SFLLRN dense granule ATP release, luminescence | AID 1663, 2009 | inhibition, %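 (compounds screened at 7.5 µM in platelet-rich plasma)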 | actives 0.22% (n = 300,000);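 active means mean replicate score, as percent of positive control, at or above 50; inconclusive means mean below 50 but at least one replicate at or above 50; inactive means mean and every replicate below 50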
HSF1 activator: HSF-1 activators, primary screen, NIH3T3-HGL cells, MG132 stress, luminescence, single point; AID 504408, 2011; NIH3T3-HGL HSF-1 luciferase reporter, 8 h; 100% = twice DMSO control signal; activation, % at 9 µM; actives 1.7% (n = 300,000);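 active means mean replicate activation of at least 50% with a set share of replicates each reaching 50%; inconclusive means only one of those two conditions met; inactive means mean below 50% and too few replicates reaching it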;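 further: 0% = median of the neutral control wells and 100% = twice that signal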
HSP90 inh: HSP90 inhibitors, primary screen, cell lysate, luminescence | Rabbit reticulocyte lysate, luciferase refolding luminescence, 3 h | inhibition, % at 5.6 µM | actives 0.91% (n = 290,000) | AID 1789, 2009;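 active means inhibition above the screen-wide mean plus 3 SD, computed separately per campaign, cut at about 16% in these data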;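 further: 0% = DMSO wells and 100% = 60 µM geldanamycin wells; inhibitors lower the luminescence because luciferase stays unfolded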
aSyn UTR inh: MLPCN primary screen, SNCA 5' untranslated region; actives 0.82% (n = 300,000); inhibition, % (tested at 7.5 µM); alpha-synuclein 5'UTR reporter, inhibitor activity; in the data active means inhibition above about 60%; inconclusive means no clear call, values can overlap the other calls;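 further: H4 neuroglioblastoma cells stably carrying SNCA 5'UTR luciferase fusion; 0% = DMSO wells and 100% = positive control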
IEC-6 tox: cytotoxicity in IEC-6 intestinal epithelial cells, primary screen, cytotoxicity control for KLF5 inhibitor project, cell-based, luminescence. IEC-6 cytotoxicity, luminescence viability. inhibition, % at 5 µM. actives 0.78% (n = 290,000). AID 1825, 2009; in the data active means inhibition above about 22%;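 further: 0% = plate median of test compound wells and 100% = cytotoxic reference compound wells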
HIF act: HIF pathway transcriptional activators, primary screen, cell-based, U2OS HRE-luciferase, luminescence | actives 0.32% (n = 300,000) | activation, % at 7.5 µM (by protocol) | U2OS HRE-luciferase reporter; normalized: DMSO 0%, desferrioxamine 100% | AID 1910, 2009;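 active means mean activation of at least 10% of the iron chelator positive control signal, with at least half of replicates also reaching 10%; inconclusive means mean and replicate majority disagree about reaching 10%; inactive means mean and most replicates under 10%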
HSF1 inhib: HSF1 inhibitors in luciferase reporter cells, primary screen, cell-based, NIH3T3, luminescence; activity change, negative = inhibition, % at 7.5 µM (by protocol); AID 2098, 2009; actives 0.77% (n = 300,000); NIH3T3-HGL HSE-luciferase, MG132-induced, luminescence 8 h; active compounds read low;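 active means more than half of replicate wells show activity change below -50%, luminescence cut by over half; inconclusive means some wells, but at most half, below -50%; inactive means no replicate well below -50%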;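 further: luciferase reports HSF-1 transcriptional activity via heat shock element; 0% = median of DMSO wells and -100% = zero luminescence signal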
HDAC3 inh: HDAC3 deacetylase inhibitors, primary screen, biochemical, fluorescence, cell-free homogeneous; Histone deacetylase 3 (Homo sapiens), O15379; recombinant HDAC3, fluorogenic peptide/trypsin coupled; inhibition, % at 8.3 µM; actives 0.15% (n = 320,000); AID 2718, 2010; in the data active means inhibition above about 26%, passing the limit was not always enough; inconclusive means no clear call, values can overlap the other calls
Target sequence (O15379 whole entry, looked up): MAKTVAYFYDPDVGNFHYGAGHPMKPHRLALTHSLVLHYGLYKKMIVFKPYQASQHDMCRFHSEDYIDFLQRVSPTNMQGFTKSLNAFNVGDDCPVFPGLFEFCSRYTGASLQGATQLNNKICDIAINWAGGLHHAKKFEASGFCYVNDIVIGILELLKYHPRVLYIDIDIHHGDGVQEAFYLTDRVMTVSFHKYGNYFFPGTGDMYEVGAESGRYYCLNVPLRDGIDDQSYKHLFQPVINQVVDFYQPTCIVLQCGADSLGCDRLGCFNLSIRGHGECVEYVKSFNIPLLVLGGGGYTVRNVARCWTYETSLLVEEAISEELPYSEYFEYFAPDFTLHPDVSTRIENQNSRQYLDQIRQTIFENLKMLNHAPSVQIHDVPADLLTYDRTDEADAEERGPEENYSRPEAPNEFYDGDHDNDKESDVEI
AI-2 QS modul: Vibrio harveyi AI-2 quorum sensing modulators, primary screen, JMH597 strain, luminescence/OD600 ratio; Vibrio harveyi JMH597 AI-2 luminescence/OD600 ratio, 9 h; active compounds read low; strain lacks LuxN and CqsS sensors; 0 = neutral-control median; activity change, % at 7.5 µM; actives 0.4% (n = 300,000); AID 2094, 2009; in the data active means activity change below about -75%, passing the limit was not always enough; inconclusive means no clear call, values can overlap the other calls;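 further: luminescence divided by OD600 gain over 9 h not by final OD600 alone; inactives centre near 13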
KLF5 inh: KLF5 expression inhibitors, primary screen, DLD-1 cells, luminescence. actives 0.23% (n = 290,000). DLD-1 KLF5 promoter-luciferase reporter. inhibition, % at 5 µM;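 active means inhibition above a per-plate limit of that plate's mean compound inhibition plus 3 SD, cut at about 60% in these data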;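 further: 0% = DMSO wells and 100% = LY294002 at 200 µM; higher means less KLF5 promoter-driven luciferase light; inactives centre near -14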
* hit, by the source's call; ? = inconclusive; / = not tested or not shown. Compounds were not picked by outcome; any-hit rate near 5%.

SMILES	Platelet DG rel	HSF1 activator	HSP90 inh	aSyn UTR inh	IEC-6 tox	HIF act	HSF1 inhib	HDAC3 inh	AI-2 QS modul	KLF5 inh
CN(CC(=O)N1CCN(c2ccccc2)CC1)S(=O)(=O)c1cccs1	-8	35	-3	-24	1	0.5	4	-16	29	-54
COc1ccccc1C(c1c(O)nc(SC)[nH]c1=O)c1c(O)nc(SC)[nH]c1=O	14	-10	/	4	/	-1.4	11	-9	-6	/
CCOC(=O)CNC(c1ccccc1)c1cc(Br)ccc1NC(=O)CCN1CCOCC1 (stereo not drawn)	-11	63*	3	-1	8	0.1	27	-1	38	5
O=C(CNc1cccc2ccccc12)N/N=C/c1ccc[nH]1	-4	-17	4	12	0	0.5	-13	-3	-32	-21
CC(=O)N1c2ccc(S(=O)(=O)N3CCC(C(=O)Nc4ccccn4)CC3)cc2CC1C (stereo not drawn)	1	-1	-5	3	-8	-0.4	2	-11	18	-17
CC1CCOC2(O1)C(=O)Nc1ccccc12 (stereo not drawn)	12	0	2	1	2	-0.8	-6	-2	35	-16
CNC(=O)CSc1nnc(CCc2ccccc2)n1-c1ccccc1	7	-2	0	32	-5	-0.3	2	9	18	-31
COc1cc(-c2nnn(Cc3ccccc3C)n2)cc(OC)c1OC	3	13	-3	7	4	-11	-3	0	19	-11
COc1ccc(C(=O)NC(C)CCc2ccccc2)c(O)c1 (stereo not drawn)	3	31	3	-57	2	-41	-1	-1	-3	-35
CCOc1ccc(S(=O)(=O)n2cc(F)c(=O)[nH]c2=O)cc1[N+](=O)[O-]	2	-8	-2	3	55*	-0.2	-2	9	?	-2
CCc1nc(N)c(C#N)c(-c2cccc3ccccc23)c1C	-4	-27	1	7	2	-0.2	-2	-5	-9	-19
CCn1ncc([C@@H]2C[C@H]3CN(Cc4ccccc4C)C(=O)[C@]34CCCN24)c1C	11	7	-4	-8	0	-0.4	-1	-2	12	-3
COc1ccc(OCCn2ccnc2C)cc1	5	-5	-4	-1	-5	-1.1	-12	0	6	-32
CCSc1ncc(Cl)c(C(=O)Nc2ccccc2OC)n1	-6	-1	3	30	0	-0.1	-7	-1	3	-1
CCOc1cc(C(=O)Nc2cc(C)ccc2C)ccc1OCC(=O)N1CCCCC1	-11	23	-3	16	2	-0.6	6	-5	39	-8
CCOc1cc(C(=O)Nc2cc(C)ccn2)cc(OCC)c1OCC	-2	3	0	3	0	-0.7	-5	-5	1	-12
Cc1cc(C)c(-n2c(SCCS(=O)(=O)c3ccc(F)cc3)n[nH]c2=O)c(C)c1	0	5	4	-49	-4	-0.1	10	-2	31	-14
COc1ccc(-n2nc3c(c2NC(=O)C2CC2)CS(=O)C3)cc1 (stereo not drawn)	-2	6	0	6	-2	0.1	-7	-1	36	9
COC(=O)c1cccc(S(=O)(=O)N(Cc2ccco2)Cc2cc3cc(OC)c(OC)cc3[nH]c2=O)c1	9	0	1	-11	2	-0.1	6	-9	13	-14
CCOc1ccc2oc(C(=O)NCc3nc4ccccc4[nH]3)c(C)c2c1	0	10	-2	32	3	0.1	11	-12	19	0
O=C(c1ccccc1)N1N=C(c2ccccc2O)CC1c1ccccc1 (stereo not drawn)	-3	28	6	5	-6	-0.7	9	-3	5	-119
O=c1cc(N2CCCC2)[nH]c(=O)n1-c1ccc(Cl)cc1	-2	-4	5	-13	2	/	-11	-5	8	-3
Cc1cccc(C(=O)OC(C)CN2CCCC2)c1 (stereo not drawn)	0	1	1	-2	-1	15*	-3	-4	4	-5
Cc1c(CCOC(=O)C2C3CC4CC(C3)CC2C4)sc[n+]1CC(=O)c1ccc(Br)cc1 (stereo not drawn)	-8	3	0	17	0	-0.2	-2	12	52	1
O=C(Nc1ccccc1-c1ccccc1NC(=O)c1ccco1)c1ccco1	0	0	0	16	2	-0.1	-3	-4	6	-21
CCN(CC)S(=O)(=O)c1cccc(C(=O)Nc2ccccc2C(=O)N2CCOCC2)c1	-8	10	0	-15	0	-0.2	-8	-1	-1	4
CCOc1ccc(CNc2ccc(CNc3ncn[nH]3)cc2)cc1	-1	-6	-4	5	-5	-1.3	-8	-2	-39	-40
Cc1cc(Oc2ccc3ccccc3c2)nc(SCC(=O)c2ccccc2)n1	-2	8	2	36	3	-0.8	-11	0	-1	-5
COc1cccc(C2/C(=C(/O)c3ccccc3)C(=O)C(=O)N2Cc2ccco2)c1 (stereo not drawn)	0	-20	3	-8	1	0.4	-5	11	14	0
O=C(Cc1ccc(Cl)cc1)N1CCOCC1	1	20	-5	7	2	-0.2	3	-1	7	-18
COc1ccc(CC(=O)Nc2ccccc2C(C)=O)cc1S(=O)(=O)N1CCOCC1	-6	5	/	5	/	-0.3	-2	/	7	/
Cc1ccc2c(Cl)cc(Cl)c(OCC(=O)NC3CCS(=O)(=O)C3)c2n1 (stereo not drawn)	-9	8	-4	-2	7	-0.4	-1	-3	9	18
CC(C)=CC(=O)OCC(=O)Nc1ncc(Cl)c(C)c1Cl	-4	6	0	-5	-4	0.5	7	-5	13	-10
CC(C(=O)Nc1ccc(S(=O)(=O)N2CCCC2)cc1)N1CCN(C(=O)c2ccco2)CC1 (stereo not drawn)	-4	-2	-2	5	0	-0.5	-8	-4	-11	-11
CN(C)/C=C(/C(=O)c1ccc(Cl)cc1)S(C)(=O)=O	2	44	0	-6	-3	-0.4	8	0	19	-24
Cc1onc(-c2ccccc2)c1C(=O)NC(=S)NNC(=O)c1cccnc1	-16	-4	-2	-22	1	-0.7	-1	6	25	-3
CCN(CC(=O)Nc1c(F)cccc1F)C(=O)c1cccnc1Sc1ccccc1	5	-6	/	15	/	1.1	6	-10	-5	/
COc1ccc(CCN(Cc2ccc(C(C)C)cc2)S(=O)(=O)c2ccc(S(=O)(=O)N(C)C)cc2)cc1OC	-18	31	5	3	4	-0.4	9	-6	6	10
Cc1nn(C(C)c2n[nH]c(=S)n2-c2cccc(Cl)c2)c(C)c1[N+](=O)[O-] (stereo not drawn)	1	-3	1	-1	-6	0.0	-11	4	21	-13
CCc1ccc(N2C(=O)CC(N(CC3CCCO3)C(=O)/C=C/C(=O)O)C2=O)cc1 (stereo not drawn)	0	-15	-5	13	-2	-0.4	3	-3	17	-8
Cc1cc(C(=O)NCC(=O)OCC(=O)Nc2ccc(OC(F)F)cc2)ccc1[N+](=O)[O-]	6	11	-3	-20	2	-0.6	-10	1	28	0
CCN1C(=O)c2ccccc2S(=O)c2ccc(C(=O)NCc3ccccn3)cc21 (stereo not drawn)	0	-9	-3	-1	5	0.0	0	-3	13	15
Cc1cc(N2CCOCC2)nc2ccc(NC(=S)NCCC(C)C)cc12	5	9	-3	-14	2	-0.8	10	0	-1	-66
CC1CC(C)CN(C(=O)COC(=O)Cc2c[nH]c3ccccc23)C1 (stereo not drawn)	0	3	/	-2	/	-0.4	1	-3	-4	/
COc1ccc(N2C(=O)C3CCCN3C2c2cccc(OC)c2OC)cc1 (stereo not drawn)	1	-9	2	-11	1	0.0	-8	2	43	-10
CC1(C(=O)NC2CCCCC2)CCC(=O)N1Cc1cccs1 (stereo not drawn)	12	6	-3	-9	-10	0.1	-1	1	4	-10
COCCn1nnnc1C(c1ccc(Cl)cc1)N1CCN(C(=O)c2ccco2)CC1 (stereo not drawn)	7	1	2	10	-4	0.0	-2	0	9	-8
COC(=O)c1ccccc1NS(=O)(=O)c1ccc(Cl)nc1	-2	-19	2	0	-2	-0.4	-9	-2	13	6
CCC(C(=O)NCc1cccnc1)c1ccccc1 (stereo not drawn)	18	-1	0	-1	-9	-0.4	-14	-1	6	-29
O=C(OC(C(=O)NC1CCCC1)c1ccccn1)c1cccs1 (stereo not drawn)	6	-1	5	2	-1	0.1	-4	3	-8	-23
CCN(CC)CCNC(=O)c1ccccn1	3	-5	-2	10	-2	0.5	-3	-1	8	-11
O=C(CN(Cc1ccccc1F)C(=O)c1csnn1)NCc1ccc2c(c1)OCO2	-3	7	7	11	3	0.2	-4	2	3	12
CCOC(=O)C1(Cc2cccc(OC)c2)CCCN(C(=O)CSC)C1 (stereo not drawn)	-4	16	0	-97	-2	3.4	19	-1	20	-99
Cc1ccccc1CSc1nnc(-c2ccccn2)n1C	-12	39	8	-104	2	2.2	8	1	18	-42
O=C(CNS(=O)(=O)c1ccc(F)cc1)N1CCOCC1	4	8	-1	-10	-4	-0.1	1	-10	14	5
NCCc1nnc(SCc2ccccc2Cl)o1	1	22	0	23	-7	-0.4	3	-2	15	-18
O=C(CNC(=O)c1ccc(Br)cc1)OCC(=O)c1ccccc1	3	42	-5	-1	0	0.1	9	-4	-1	-40
CCCOC(=O)c1ccc(-c2ccc(C=O)o2)cc1	-8	66*	36*	-97	-2	2.0	29	/	-1	-163
COc1ccc(C2CC(=O)C=C(NNS(=O)(=O)c3ccc(C)cc3)C2)cc1 (stereo not drawn)	0	-3	-2	-6	2	-0.1	2	/	30	-14
O=C(Nc1ccccc1F)C1CCN(C(=O)Cc2ccccc2)CC1	/	5	0	14	-8	-3.4	1	-1	30	-7

The listing continues:
SMILES	Platelet DG rel	HSF1 activator	HSP90 inh	aSyn UTR inh	IEC-6 tox	HIF act	HSF1 inhib	HDAC3 inh	AI-2 QS modul	KLF5 inh
CSCC(=O)N1CCC(CCC(=O)NC2CC2)CC1	-1	-1	-6	13	2	-0.2	-5	-1	9	-16
COc1ccc(-c2nc(CN3CCN(c4cc(C)nc(C)c4)CC3)c(C)o2)c2ccccc12	1	12	0	68*	-3	-5.2	2	-54	24	-34
CCCC(=O)NC(c1ccccc1)c1c(O)ccc2ccccc12 (stereo not drawn)	4	2	1	8	2	0.7	9	-2	-1	-16
CN(c1ccccc1)S(=O)(=O)c1nnc(NC(=O)COc2ccccc2)s1	4	-10	1	-8	-1	0.1	-1	3	9	-18
COC(=O)c1c(-c2c(Cl)cccc2Cl)noc1NC(=O)NN1CCOCC1	10	22	2	23	0	-0.1	13	-4	4	-13
COc1cc(C(=O)Nc2ccc(S(=O)(=O)NC(C)C)cc2)cc(OC)c1OC	-2	-9	2	-14	6	0.3	-2	-7	-6	-18
Cc1ccc(OCC(=O)N/N=C\c2ccc(O)cc2)c([N+](=O)[O-])c1	-4	9	0	-7	-2	-0.3	1	-1	11	-8

Entries of single compounds, quoted from the list. Order of screens: Platelet DG rel | HSF1 activator | HSP90 inh | aSyn UTR inh | IEC-6 tox | HIF act | HSF1 inhib | HDAC3 inh | AI-2 QS modul | KLF5 inh
Cc1ccc(OCC(=O)N/N=C\c2ccc(O)cc2)c([N+](=O)[O-])c1 in the list: -4 | 9 | 0 | -7 | -2 | -0.3 | 1 | -1 | 11 | -8
COc1cc(C(=O)Nc2ccc(S(=O)(=O)NC(C)C)cc2)cc(OC)c1OC in the list: -2 | -9 | 2 | -14 | 6 | 0.3 | -2 | -7 | -6 | -18
